Screening data as filed in PubChem.
Sm TGR block – blocks Schistosoma mansoni thioredoxin glutathione reductase; purified TGR, DTNB reduction, TNB absorbance 405 nm; Potency, µM (doses to about 114 µM), for inactives: at the highest dose activity change, negative = inhibition, most hits filed as inhibitors; actives 3% (n = 360,000); note: potency is the fitted concentration of half-maximal effect; nearly all actives have a fitted effect of over 60% in size
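First, TGR (20 nM dispensed) and NADPH were mixed with compound. Second, a 15 min room-temperature incubation followed. Third, further NADPH and then DTNB were added to start the reaction. Finally, TNB absorbance was monitored kinetically.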
AmpC inh no detg – AmpC beta-lactamase inhibition without detergent | P00811 | AmpC nitrocefin hydrolysis, absorbance 480 nm, 0.0001% Triton | Potency, µM (doses to about 57.1 µM), for inactives: top-dose activity change, negative = inhibition, usual class: inhibitors | actives 0.52% (n = 330,000);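 note: potency is the fitted concentration of half-maximal effect; plate controls were no compound for no effect and no enzyme for full effect; nearly all actives have a fitted effect of over 20% in size; some results filed as inactive show a strong effect at the top dose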
Target sequence (P00811 whole entry, looked up): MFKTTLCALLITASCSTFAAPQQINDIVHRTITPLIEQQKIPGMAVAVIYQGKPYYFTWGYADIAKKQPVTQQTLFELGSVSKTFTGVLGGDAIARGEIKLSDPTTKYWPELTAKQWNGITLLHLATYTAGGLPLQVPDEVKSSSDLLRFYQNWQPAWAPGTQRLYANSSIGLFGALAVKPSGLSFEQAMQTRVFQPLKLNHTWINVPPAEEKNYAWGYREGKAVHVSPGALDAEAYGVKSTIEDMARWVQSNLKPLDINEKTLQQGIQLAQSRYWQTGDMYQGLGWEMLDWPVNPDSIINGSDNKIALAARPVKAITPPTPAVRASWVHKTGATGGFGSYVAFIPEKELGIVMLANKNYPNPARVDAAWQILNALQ
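20 mM phosphate pH 7.0 + 0.01% (detergent screen) or 0.0001% Triton X-100; 5.3 nM AmpC reagent; cpd preinc 15 min RT; nitrocefin (800 uM stock) to start; A480 q20 s × 4 min; Activity was normalised to no-enzyme and no-compound control wells.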
HCMV inh – inhibitors of human cytomegalovirus; HFF cells, HCMV-luciferase reporter, 72 h; hits give low values; actives 4.5% (n = 410,000); activity change, negative = inhibition, % at 57.5 µM; in the data active = activity change below about -60%; inconclusive = no clear call, values can overlap the other calls; inactive = above about -39%
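HFF cells seeded 16 h at 37C, treated with compounds, infected with luciferase-reporter HCMV at MOI 1 PFU/cell; luciferase read at 72 h post infection, normalized to buffer-only and Salinomycin controls.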
AMA1-RON2 inh – inhibitors of Plasmodium falciparum AMA1-RON2 interaction; actives 0.2% (n = 360,000); AlphaScreen AMA1-biotinylated RON2 peptide binding; Potency, µM (doses to about 58.2 µM), for inactives: top-dose activity change, negative = inhibition, usual class: inhibitors;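 note: potency is the fitted concentration of half-maximal effect; 0% = vehicle wells and -100% = peptide control; nearly all actives have a fitted effect of over 45% in size; some results filed as inactive show a strong effect at the top dose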
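AMA1 (3D7) with his tag at 25 nM final met compounds first, then biotinylated RON2 peptide at 25 nM; detection used donor plus acceptor beads, 10 µg/mL apiece, read by AlphaScreen after 30 min at room temperature.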
AmpC inh detg – blocks E. coli AmpC beta-lactamase in detergent assay; P00811; AmpC hydrolysis of nitrocefin, absorbance 480 nm, 0.01% Triton; actives 0.041% (n = 370,000); Potency, µM (titrated, usually from 114 µM), without a hit: top-dose activity change, negative = inhibition, actives largely listed as inhibitors;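 note: potency is the fitted concentration of half-maximal effect; 0% = no-compound wells and -100% = no-enzyme wells; nearly all actives have a fitted effect of over 25% in size; some results filed as inactive show a strong effect at the top dose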
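20 mM phosphate pH 7.0 + 0.01% (detergent screen) or 0.0001% Triton X-100; 5.3 nM AmpC reagent; cpd preinc 15 min RT; nitrocefin (800 uM stock) to start; A480 q20 s × 4 min; Activity was normalised to no-enzyme and no-compound control wells.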
TbPYK inhibitor – blocks Trypanosoma brucei pyruvate kinase; TbPYK enzyme, Kinase-Glo Plus ATP luminescence, 45 min; Potency, µM (series often up to 76.8 µM), inactives show at the top dose activity, negative = inhibition, usual class: inhibitors; actives 0.12% (n = 410,000); AID 624173; note: potency is the fitted concentration of half-maximal effect; nearly all actives have a fitted effect of over 50% in size
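TbPYK + substrate in 50 mM TEA pH 7.2, 100 mM KCl, 10 mM MgCl2, 0.05% BSA, 0.01% Tween-20; cpd pinned; ADP 130 uM final; 45 min RT; Kinase-Glo Plus 10 min; luminescence endpoint.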
LmPK inh – blocks Leishmania mexicana pyruvate kinase activity; actives 0.37% (n = 290,000); Potency, µM (titrated, usually from 57.5 µM), without a hit: at the highest dose activity change, negative = inhibition, hits mostly inhibitors; purified LmPK, Kinase-Glo ATP luminescence, 1 h; Q27686; note: potency is the fitted concentration of half-maximal effect
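In 50 mM imidazole pH 7.2 with 7 mM MgCl2, LmPK (0.1 nM) turned over PEP (0.5 mM) and ADP (0.1 mM) for 1 h at room temperature. Luciferase read-out of ATP.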
Numbers without * were called inactive; u = inconclusive; x = no result given; & = joins results of further samples; [ ] = dose if it differs, or a comment. Unless noted, calls come from the whole dose curve; as a rule, active = well fitted curve in the direction sought with a large enough effect; inconclusive = small, poorly fitted or top-dose-only effect, or another doubt; inactive = no such curve, though single readings can be large; an effect the other way counts as inactive or inconclusive. Unless noted, % is set by controls: 0 for no effect and ±100 for the full control effect.

SMILES	Sm TGR block	AmpC inh no detg	HCMV inh	AMA1-RON2 inh	AmpC inh detg	TbPYK inhibitor	LmPK inh
COC(=O)c1ccc(COc2ccccc2/C=N/NC(=O)c2cccnc2)cc1	-3%	56%	6	9%	0%	11%	2%
Cc1cc(=O)cc(C)n1-c1ccc(Br)cc1	26%	-25%	-16	-3%	2%	-5%	-3%
COc1ccc(NC(=O)CCCn2cnc3ccccc3c2=O)cc1	3%	-18%	8	10%	-3%	-2%	-1%
Cc1ccc2scc(CN3CCCC3)c2c1	x	x	10	0%	x	1%	x
O=[N+]([O-])c1ccccc1N=Nc1ccc(O)cc1O	x	x	30	-19%	x	-7%	x
COc1ccc(NC(=S)N(CCCN2CCCCCC2)Cc2cccs2)cc1	-1%	24%	28	-3%	2%	21%	1%
O=C(Nc1ccc(-c2nnc3n2CCCCC3)cc1)c1ccco1	-9%	-17%	-6	0%	-1%	-2%	-7%
CCOc1cc(C(=O)NCc2nnc(SCC(=O)OC)n2C)cc(OCC)c1OCC	-9%	29%	27	-5%	-2%	7%	-2%
CC1CCCN(C(=O)c2cccc(S(=O)(=O)NCc3ccccc3)c2)C1 (stereo not given)	x	x	-1	-8%	x	0%	x
CCCNS(=O)(=O)c1ccc(OCC(=O)N(C)Cc2ccccc2)cc1	6%	0%	18	3%	1%	-1%	0%
CC(C)CN(C(=O)CN(C)CC(=O)Nc1ccccc1C#N)c1c(N)n(CC(C)C)c(=O)[nH]c1=O	x	-19%	-20	63%[activator]	x	15%	x
CCOc1ccc(CNC(=O)c2ccc3c(c2)N(CC)CCS3)cc1	3%&5%	-36%	30&-9	-23%	u	-5%&-10%	-6%
Cc1ccc(CNc2oc(-c3cccs3)nc2C#N)cc1	-10%	-32%	-17	-27%	-2%	-6%	-2%
COCC(=O)Nc1sc2c(c1C(=O)OC)CCC(C)C2 (stereo not given)	5%	161%[activator]	-8	-8%	-11%	-4%	-2%
COc1cccc(N2CCN(CC(=O)c3c[nH]c4ccc(OC)cc34)CC2C)c1 (stereo not given)	u	22%	36	-9%	-2%	5%	3%
Cc1c(Cc2ccccc2)c(=O)oc2c(C)c(OC(C)C(=O)N[C@@H](Cc3ccccc3)C(=O)O)ccc12 (stereo not given in full)	-6%	50%	23	-4%	u	0%	-3%
Cc1cc(C)c(C(=O)COC(=O)c2ccc([N+](=O)[O-])o2)cc1C	u	-7%	2	u	-2%	2%	0%[11.5 µM]
COc1ccc(C2(C)NC(=O)NC2=O)cc1OC (stereo not given)	4%	-23%	-1	6%	-10%	1%	-5%
COC(=O)n1ccc(C(=O)Nc2ccccc2F)n1	7%	-10%	39	4%	-7%	1%	-8%
O=C(CCc1nnc(CCCc2ccccc2)o1)NCCN1CCOC1=O	-11%[57.1 µM]	-15%	2	26%	-12%	1%	-3%

Retrieved one by one from the entries so far:
SMILES	Sm TGR block	AmpC inh no detg	HCMV inh	AMA1-RON2 inh	AmpC inh detg	TbPYK inhibitor	LmPK inh
COCC(=O)Nc1sc2c(c1C(=O)OC)CCC(C)C2 (stereo not given)	5%	161%[activator]	-8	-8%	-11%	-4%	-2%
COc1ccc(NC(=O)CCCn2cnc3ccccc3c2=O)cc1	3%	-18%	8	10%	-3%	-2%	-1%

New compounds follow:
SMILES	Sm TGR block	AmpC inh no detg	HCMV inh	AMA1-RON2 inh	AmpC inh detg	TbPYK inhibitor	LmPK inh
COCOc1cc(O)c(C(=O)/C=C/c2ccccc2)c(OCOC)c1	x	x	17	-27%	x	4%	x
COc1ccc(C(=O)CN2C(=O)NC(C)(c3ccc(C)cc3)C2=O)cc1OC (stereo not given)	1%	30%	-4	-3%	-10%	4%	-3%
COC(=O)CCn1nc(-c2ccc(Cl)cc2)c2ccccc2c1=O	17%	57%	-10	-4%	4%	-1%	1%
CC(C)(C)c1ccc(/C=C/C(=O)N2CCc3ccccc3C2)cc1	0%	-28%	-10	0%	-4%	-2%	-3%
COC(=O)CN(c1ccccn1)S(=O)(=O)c1ccccc1	2%	-6%	-8	-2%	-17%	5%	0%
Cc1cccc(-c2ocnc2C(=O)Nc2ccccc2C(=O)N2CCCC2)c1	-1%	57%	19	-14%	-10%	6%	-3%
COc1ccccc1CNC(=O)COC(=O)c1cc(=O)c2ccccc2o1	x	-9%	-11	6%	x	-7%	x
CCCC(=O)Nc1ccc2nn(-c3ccc(CC)cc3)nc2c1	-1%	x	67	x	-2%	-2%	x
COc1ccccc1NCC(=O)c1ccc(Cl)cc1	-23%	-19%	-6	u	1%	0%	-5%
O=C(CCl)Nc1ccc(N=Nc2ccccc2)cc1	40µM*	-25%	34	-14%	4%	0%	2%
Cc1ccc2nc3sc(C(=O)NCc4ccco4)c(N)c3cc2c1	-30%	u	55	-14%	u	3%	0%
COc1cc2c(cc1NC(=O)c1cccnc1)oc1ccccc12	0%	86%[activator]	44	-7%	1%	-2%	-10%
Cc1ccc(-n2c(O)c(/C=N/NC(=O)c3ccncc3)c(=O)[nH]c2=O)cc1	u	-25%	-31	31%[activator]	2%	-3%	-1%
O=C1C2C(C(=O)N1c1ccncc1)C1C=CC2C12CC2 (stereo not given)	0%[11.4 µM]	-7%	-7	-1%	-7%	-2%	10%
O=C(COC(=O)C1C2CC3OC(=O)C1C3C2)Nc1ccccc1 (stereo not given)	-8%	2%	-11	14%	-3%	0%	1%
CCc1cc(=O)oc2cc(C)cc(OCC(=O)N[C@@H](CSCc3ccccc3)C(=O)O)c12	5%	-34%	10	0%	u	-13%	-12%

Gathered by group, those above with a COOH group.
SMILES	Sm TGR block	AmpC inh no detg	HCMV inh	AMA1-RON2 inh	AmpC inh detg	TbPYK inhibitor	LmPK inh
Cc1c(Cc2ccccc2)c(=O)oc2c(C)c(OC(C)C(=O)N[C@@H](Cc3ccccc3)C(=O)O)ccc12 (stereo not given in full)	-6%	50%	23	-4%	u	0%	-3%
CCc1cc(=O)oc2cc(C)cc(OCC(=O)N[C@@H](CSCc3ccccc3)C(=O)O)c12	5%	-34%	10	0%	u	-13%	-12%

5 successive compounds already listed, quoted:
SMILES	Sm TGR block	AmpC inh no detg	HCMV inh	AMA1-RON2 inh	AmpC inh detg	TbPYK inhibitor	LmPK inh
Cc1ccc2nc3sc(C(=O)NCc4ccco4)c(N)c3cc2c1	-30%	u	55	-14%	u	3%	0%
COc1cc2c(cc1NC(=O)c1cccnc1)oc1ccccc12	0%	86%[activator]	44	-7%	1%	-2%	-10%
Cc1ccc(-n2c(O)c(/C=N/NC(=O)c3ccncc3)c(=O)[nH]c2=O)cc1	u	-25%	-31	31%[activator]	2%	-3%	-1%
O=C1C2C(C(=O)N1c1ccncc1)C1C=CC2C12CC2 (stereo not given)	0%[11.4 µM]	-7%	-7	-1%	-7%	-2%	10%
O=C(COC(=O)C1C2CC3OC(=O)C1C3C2)Nc1ccccc1 (stereo not given)	-8%	2%	-11	14%	-3%	0%	1%
